NR2E3 ag-1: activates human NR2E3 receptor. CHO-S Gal4-NCOR/VP16-NR2E3 two-hybrid, luciferase. AID 602229. inhibition of corepressor binding, % at 3.98 µM. 360,000 tested, 0.35% active;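 active = inhibition above the mean of all tested compounds plus 3 SD, cut at about 70% in these data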;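 also: 0% = DMSO with NR2E3 transfected cells and 100% = cells lacking NR2E3 construct; higher means lower luciferase signal from less NR2E3 corepressor binding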
CaV13 ICDI inh: Disruptors of the CACNA1D IQ motif to Ca2+-dependent inactivation inhibitor domain association, primary screening, Förster resonance energy transfer in intact living …; HEK cells, CFP/YFP FRET ICDI-IQ, plate reader, 10 min; percent FRET-ratio fall versus neutral wells; 340,000 tested, 0.098% active; inhibition, % at 12.3 µM;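 active = mean replicate inhibition of at least 30% and at least 1% of replicates passing that level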;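 also: 0% = median of the neutral control wells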
iPSC survival up: increases survival of single human iPS cells. hiPSC single-cell survival, ATPlite luminescence; 100% = ROCK inhibitor wells, 0% = DMSO. survival enhancement, % at 20 µM. 360,000 tested, 0.044% active. AID 602274; in the data active = survival enhancement above about 18%;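 also: cells exposed to compounds for 16 hours before the ATP read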
H9c2 protect: modulators protecting cardiomyocytes from myocardial damage. H9c2 cardiomyocytes, H2O2 injury protection, ATPLite, 2 h. protection from H2O2 cell death, % at 20 µM. 360,000 tested, 0.63% active;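 active = compounds giving at least 50% protection of heart cells from peroxide-induced death in the single-dose screen, raw or plate-pattern-corrected value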;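 also: 0% = DMSO wells with peroxide and 100% = DMSO wells without peroxide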
Shn3 3UTR inh: inhibitors of Schnurri-3 3'UTR reporter in osteoblasts. 360,000 tested, 0.52% active. Clone20 osteoblast Shn3 3'UTR firefly luciferase, 24 h. inhibition, % at 12.5 µM;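 active = mean inhibition of at least 75% with every replicate also reaching 75%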;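 also: 0% = median of neutral control wells and 100% = pilot-screen positive control compound; some compounds past the cut are filed as inactive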
HIF-2a block: HIF-2a inhibition | 786-0 RCC cells HIF-2a reporter, luciferase luminescence, overnight | inhibition, % at 18.8 µM | 360,000 tested, 0.72% active | AID 624352;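 active = inhibition of the luminescence signal of 40% or more relative to plate controls, in a single-dose primary screen at 18.75 µM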
MITF TRPM1 inh: reduces MITF-dependent TRPM1 promoter luciferase signal. SK-MEL-5 TRPM1 promoter luciferase, 24 h. inhibition, % at 12.5 µM. 330,000 tested, 0.83% active;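 active = mean inhibition across replicates of 60% or more, whatever share of single replicates reaches that level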; also: values of inactives mirror those of a sister screen read the other way
m5-HT2A agonist: mouse HTR2A agonism via beta-arrestin recruitment; activation, % at 7.6 µM; CHO-K1 mHTR2A beta-arrestin complementation, luminescence; percent of 30 µM serotonin response; 360,000 tested, 0.66% active; P35363;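 active = activation above a run cutoff, the mean activation of all tested compounds plus 3 SD, cut at about 14% in these data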;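 also: 0% = plate median of compound wells and 100% = 30 µM serotonin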
Target sequence (P35363 whole entry, looked up): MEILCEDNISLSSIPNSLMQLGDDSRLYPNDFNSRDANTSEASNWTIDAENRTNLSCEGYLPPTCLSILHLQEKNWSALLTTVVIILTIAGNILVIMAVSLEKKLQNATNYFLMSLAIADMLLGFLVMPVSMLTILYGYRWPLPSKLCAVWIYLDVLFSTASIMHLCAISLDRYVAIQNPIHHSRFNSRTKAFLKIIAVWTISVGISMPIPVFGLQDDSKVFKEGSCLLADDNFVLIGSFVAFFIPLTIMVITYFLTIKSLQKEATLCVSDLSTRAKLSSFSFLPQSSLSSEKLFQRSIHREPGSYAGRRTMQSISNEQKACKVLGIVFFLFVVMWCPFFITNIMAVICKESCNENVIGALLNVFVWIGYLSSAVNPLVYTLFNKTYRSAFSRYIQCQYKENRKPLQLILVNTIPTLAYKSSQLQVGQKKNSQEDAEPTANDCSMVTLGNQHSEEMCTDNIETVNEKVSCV
NR2E3 ag-2: NR2E3 (human) agonism. inhibition of corepressor binding, % at 4.78 µM. 320,000 tested, 0.12% active. GST-NR2E3/biotin-RetCOR TR-FRET, 1536-well. AID 2300. Q9Y5X4;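 active = percent inhibition above the cutoff of mean plus 3 SD of all tested compounds, set per screening campaign, cut at about 20% in these data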;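 also: 0% = DMSO wells and 100% = biotin wells as full block of FRET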
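System: GST-tagged NR2E3 plus biotinylated RetCOR corepressor; Amount: 1.35 nM GST-tagged NR2E3 final; Dosing: single nominal compound dose of 4.8 µM; Schedule: 5 h incubation at 4 °C; Technique: TR-FRET with europium anti-GST and streptavidin-D2, 340 nm excitation; Controls: biotin wells as high control, 0.6% DMSO wells as low control.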
Peg3 prom inh: Peg3 promoter activity inhibition; 360,000 tested, 1.7% active; inhibition, % at 20 µM; AID 588405; HeLa PEG-Prom luciferase reporter, luminescence, overnight;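 active = inhibition of at least 50% at 20 µM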
PDI turbidity: blocks human protein disulfide isomerase activity. P07237. 350,000 tested, 0.052% active. inhibition, % at 10 µM. PDI insulin aggregation turbidity, A650, 90 min;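 active = mean inhibition across replicates of 30% or more, whatever share of single replicates reach that level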;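 also: absorbance from insulin aggregation driven by PDI reduction with DTT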
Target sequence (P07237 whole entry, looked up): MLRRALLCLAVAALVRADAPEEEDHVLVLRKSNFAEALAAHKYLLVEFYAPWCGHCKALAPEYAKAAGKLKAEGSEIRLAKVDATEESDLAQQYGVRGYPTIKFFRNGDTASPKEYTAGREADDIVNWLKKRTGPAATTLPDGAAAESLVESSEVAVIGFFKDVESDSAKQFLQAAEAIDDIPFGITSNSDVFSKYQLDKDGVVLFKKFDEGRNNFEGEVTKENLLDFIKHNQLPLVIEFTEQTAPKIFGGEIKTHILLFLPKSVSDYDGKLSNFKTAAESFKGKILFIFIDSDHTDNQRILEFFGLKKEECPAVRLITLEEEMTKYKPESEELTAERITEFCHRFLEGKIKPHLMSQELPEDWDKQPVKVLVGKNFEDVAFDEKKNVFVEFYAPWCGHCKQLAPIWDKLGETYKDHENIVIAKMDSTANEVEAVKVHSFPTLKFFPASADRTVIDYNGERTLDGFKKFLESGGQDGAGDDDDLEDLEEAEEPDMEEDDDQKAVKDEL
Numbers without * were called inactive; · = no result given; & = joins results of further samples.

SMILES | NR2E3 ag-1 | CaV13 ICDI inh | iPSC survival up | H9c2 protect | Shn3 3UTR inh | HIF-2a block | MITF TRPM1 inh | m5-HT2A agonist | NR2E3 ag-2 | Peg3 prom inh | PDI turbidity
C#CCOCCOCCOCCNc1nc(N2CCN(C(=O)Cn3cc(CCO)nn3)CC2)nc(N2CCN(C(=O)[C@H]([C@@H](C)O)n3cc(CCCCN)nn3)CC2)n1 | -7 | -7 | 1.7 | 1 | -8 | -2 | -12 | 1 | 3 | -25 | -3
Cc1cc(C)nc(-n2ncc3c2CCCC3=O)n1 | 1 | 2 | -1.2 | 4 | 9 | 8 | 6 | 1 | 2 | -1 | -15
Cc1csc(-c2cc(C(=O)NCc3ccc(F)cc3)n[nH]2)c1 | -24 | -10 | -2.5 | 3 | 3 | -35 | · | -7 | · | -42 | -6
COCCCN1C(=O)C(=O)/C(=C(/O)c2ccc(S(=O)(=O)N3CCCCC3)cc2)C1c1ccc(F)cc1 (centres undefined) | -4 | -2 | -0.3 | 1 | -10 | 13 | 7 | 2 | -2 | -1 | -4
CCOC(=O)c1oc2cccc(O)c2c1C | -74 | -4 | 2.8 | 1 | -28 | -222 | -59 | 1 | -1 | -227 | 8
O=C(NCCN1CCOCC1)C1CC(=O)N(c2ccc(F)c(Cl)c2)C1 (centres undefined) | 14 | -5 | -0.6 | -4 | 0 | 4 | -5 | -4 | 0 | 4 | 1
Cc1nnc(SCC(=O)NC2CCCCC2)s1 | -33 | -4 | 2.1 | 0 | -17 | -3 | 8 | 9 | 2 | 0 | -1
O=C(Nc1cnn(Cc2ccc(F)cc2)c1)c1cnn2c(C(F)F)cc(-c3ccccc3)nc12 | -24 | -3 | 0.5 | 30 | 16 | -6 | -1 | 3 | 0 | 19 | -1
CCCCc1nnc(NC(=O)Cc2ccc(S(=O)(=O)N3CCOCC3)s2)s1 | -6 | -6 | -0.3 | 3 | 5 | -15 | 7 | 7 | 1 | 10 | -4
COCCN(C(=O)c1cc2c(s1)CCCCC2)c1c(N)n(CC(C)C)c(=O)[nH]c1=O | -12 | -5 | -2.4 | -4 | -13 | 3 | -5 | -6 | 6 | -4 | -8
CCCCC1(Br)C(=O)N(c2ccccc2)N(c2ccccc2)C1=O | 1 | -16 | 2.8 | 1 | 2 | -4 | · | 0 | 1 | 13 | -7
O=C(COC(=O)c1ccc[nH]c1=O)NC1CCCCCCC1 | -33 | 2 | -1.0 | 8 | 4 | 30 | -1 | 4 | 3 | -15 | 8
OC(c1ccc(Cl)c(Cl)c1)c1ncc(-c2ccc(Cl)cc2)[nH]1 (centres undefined) | 43 | -6 | 1.7 | -9 | -2 | 11 | · | 2 | · | 17 | -3
COc1ccc(C(C#N)=Cc2ccc(OC)c(OC)c2)cc1 | -70 | -2 | 0.7 | 0 | -17 | -242 | · | 1 | · | -195 | -7
COc1ccc(-c2c(C(F)(F)F)nn(C)c2NC(=O)c2ccco2)cc1 | -9 | -17 | -0.4 | -3 | -12 | 23 | -2 | 1 | -3 | 34 | -6
COc1ccc(/C=C2\N=C3CCCCCN3C2=O)cc1 | -1 | -3 | 0.2 | 1 | 7 | 7 | 9 | 3 | 4 | -12 | -4
C/C(=N\NC(=O)CNc1cccc2ccccc12)c1ccccc1 | -18 | 4 | 2.6 | -12 | -21 | -12 | 3 | -2 | -4 | -9 | -4
CC(C)(C)OC(=O)C[C@H]1C/C=C\C[C@@H](CC(=O)N[C@H](CO)Cc2ccccc2)C(=O)N2CCC[C@H]2COC1=O | -49 | -10 | -1.7 | 17 | -50 | 12 | -17 | 8 | · | -5 | 6
O=S(=O)(/N=C(/Nc1ccc(Cl)c(S(=O)(=O)Nc2ccccc2Cl)c1)c1ccc(F)cc1)c1ccccc1 | 23&14 | -5&-7 | 0.7&0.4 | 0&5 | 12&-3 | 26&18 | 0&-1 | -4&-4 | 3 | 21&17 | 1&11
CC(NC(=O)c1ccc(C(C)(C)C)cc1)C(c1cccs1)N1CCOCC1 (centres undefined) | -21 | -7 | -0.4 | 0 | -4 | 1 | -2 | 3 | 1 | 5 | -15

Structural class, the compounds so far with a furan ring, fused or not.
SMILES | NR2E3 ag-1 | CaV13 ICDI inh | iPSC survival up | H9c2 protect | Shn3 3UTR inh | HIF-2a block | MITF TRPM1 inh | m5-HT2A agonist | NR2E3 ag-2 | Peg3 prom inh | PDI turbidity
CCOC(=O)c1oc2cccc(O)c2c1C | -74 | -4 | 2.8 | 1 | -28 | -222 | -59 | 1 | -1 | -227 | 8
COc1ccc(-c2c(C(F)(F)F)nn(C)c2NC(=O)c2ccco2)cc1 | -9 | -17 | -0.4 | -3 | -12 | 23 | -2 | 1 | -3 | 34 | -6

More entries.
SMILES | NR2E3 ag-1 | CaV13 ICDI inh | iPSC survival up | H9c2 protect | Shn3 3UTR inh | HIF-2a block | MITF TRPM1 inh | m5-HT2A agonist | NR2E3 ag-2 | Peg3 prom inh | PDI turbidity
CN(C(=O)COC(=O)c1cc(-c2ccc(Cl)s2)nc2ccccc12)C1CCS(=O)(=O)C1 (centres undefined) | 1 | 1 | -1.3 | -3 | 1 | -8 | -2 | 1 | -2 | 10 | 1
COc1ccc(-n2c(SCC(=O)N3CCN(c4ccccc4)CC3)nc3c(c2=O)SCC3)cc1 | 24 | -2 | -2.5 | 16 | 6 | 12 | · | 2 | 1 | 5 | ·
COc1ccc(S(=O)(=O)CCC(=O)NCCc2ccc(Cl)cc2)cc1 | 1 | -8 | -0.1 | 0 | -18 | 4 | 1 | -6 | 2 | 12 | 0
N=c1nc(-c2ccccc2)ccn1O | -7 | · | 0.3 | -8 | -9 | -3 | 6 | 3 | 3 | 8 | 20
CCC(CC)c1nnc(NC(=O)c2ccc3c(c2)OCO3)s1 | -93 | -2 | 0.6 | 6 | -68 | -233 | -86 | 0 | 2 | -245 | -7
O=C(Nc1ncc(Cc2cccc(Cl)c2)s1)c1cccs1 | 10 | · | 7.5 | -8 | -3 | -192 | -62 | -2 | 0 | -183 | 9
COc1ccc(C(=O)/C=C/NCc2ccc(F)cc2)cc1OC | 1 | -27 | 0.1 | 7 | · | -6 | 12 | -1 | 0 | 16 | -6
CCCc1cc(=O)[nH]c(SCC(=O)NCCC2=CCCCC2)n1 | 9 | 1 | -2.4 | 2 | 8 | 21 | -2 | 3 | 2 | 11 | 3
O=C(NCc1ccc2c(c1)OCO2)C1CC(c2ccc(Cl)c(Cl)c2)=NO1 (centres undefined) | -14 | -1 | -2.7 | -34 | -2 | 1 | -4 | 3 | -1 | 16 | -7
O=C(Nc1ccc(Br)cc1)C1CCCN(C2=NS(=O)(=O)c3ccccc32)C1 (centres undefined) | -17 | -2 | 2.3 | 3 | 6 | 12 | 3 | -8 | 0 | 4 | 10
Fc1ccc(Cn2cccc2C2=NC(c3ccccc3)CO2)cc1 (centres undefined) | 19 | 2 | -2.7 | 2 | -37 | -105 | -8 | -1 | 0 | -56 | -45
Cc1ccccc1Nc1c([N+](=O)[O-])ccc2c1=NC1(CCCCC1)N=2 | -12 | -9 | -1.3 | -12 | -12 | 4 | 5 | 2 | 2 | 28 | 3
CC1CCN(S(=O)(=O)c2cccc(C(=O)N(Cc3ccccc3)c3ccccn3)c2)CC1 | -11 | -8 | -1.3 | -7 | 12 | 15 | 12 | 7 | -1 | 38 | 5
O=C(O)CC1c2ccccc2S(=O)(=O)N1Cc1ccccc1 (centres undefined) | -2 | -10 | 10 | 6 | -30 | -9 | -3 | 4 | -1 | -6 | 1
CSCCC(NC(=O)COc1ccccc1)C(=O)N1CCC(C(N)=O)CC1 (centres undefined) | 7 | -2 | 1.6 | 6 | 12 | 8 | 4 | 1 | -3 | 3 | -6
O=[N+]([O-])c1ccc(NN=CCCc2ccccc2)nc1 | -132 | -9 | -1.3 | 0 | -18 | -155 | -34 | -8 | · | -92 | 16
Cc1cccc(CC2S/C(=N/N=C/c3ccco3)N(c3ccccc3)C2=O)c1 (centres undefined) | -13 | -2 | 2.1 | -9 | 6 | 7 | 0 | 1 | -2 | 29 | 2
Cc1nn2c(N3CCN(C4CCCC4)CC3)cc(C(C)(C)C)nc2c1-c1ccccc1 | 3 | -7 | 0.9 | -6 | -9 | -4 | 1 | 4 | 3 | 16 | -7
O=C(CCS(=O)(=O)c1cccc2nonc12)NCCc1ccccc1Cl | -34 | -5 | -1.2 | 0 | -9 | 7 | 4 | -4 | 4 | 16 | -3
CN(C(=O)COc1ccc(Br)cc1Cl)C1CCCCC1 | -114 | -3 | -0.3 | -5 | -57 | -152 | -73 | -4 | 5 | -129 | 2
CSc1nc(N2CCN(Cc3ccc4c(c3)OCO4)CC2)c2ccccc2n1 | -22 | · | -0.3 | -7 | 86* | 3 | 11 | -6 | 0 | 9 | 2
COc1ccc(Br)cc1CN(C)C(=O)c1ccccc1SCC(=O)N1CCCC1 | 3 | -5 | 0.1 | 2 | -10 | 6 | 1 | -5 | · | -2 | -1
Cc1cc2ncn(C(=O)N3CCCC3)c2cc1C | -17 | · | 0.9 | 14 | -6 | -4 | -2 | 2 | 0 | -3 | -15
COc1cccc(Nc2ccc([N+](=O)[O-])c3nonc23)c1 | -12 | 0 | -0.6 | -13 | 23 | -40 | 14 | -8 | -5 | 8 | 3
O=C(CSc1nnc(Cc2ccccc2)o1)NCc1ccco1 | -19 | -5 | 1.0 | 9 | -10 | 16 | 12 | 4 | 1 | 16 | 11
CC(C)(C)Cc1nnc(NS(=O)(=O)c2ccccc2)s1 | -14 | -6 | -1.3 | 5 | 12 | 14 | -6 | -3 | 6 | 9 | 0
Cc1ccc(-n2ccc(=O)c(C(=O)Nc3ccc(S(=O)(=O)Nc4onc(C)c4C)cc3)n2)cc1 | -16 | -2 | -0.4 | 2 | 7 | 11 | -3 | 6 | 5 | 7 | -2
COc1cc(OC)cc(C(=O)NCC(=O)NC(C)c2ccccc2)c1 (centres undefined) | 18 | -20 | -0.5 | 2 | 3 | 18 | 9 | 0 | -2 | 1 | 6
CC(=O)Nc1ccc(-c2csc(NCc3ccccc3)n2)cc1 | -63 | -2 | -0.4 | 4 | -30 | -159 | -44 | -1 | 2 | -164 | -5
CN(Cc1cn(-c2ccccc2)nc1-c1ccc(F)cc1)C(=O)CCC(=O)O | -14 | -3 | 3.8 | -1 | -10 | 3 | -10 | -8 | 2 | -9 | 0
CCOc1ccccc1NC(=O)c1c(Br)cnn1C | -12 | -8 | 1.4 | -2 | 4 | 3 | 27 | -1 | -1 | 23 | -2
O=C(COC(=O)CCc1nc2ccccc2c(=O)[nH]1)Nc1ccccc1OC(F)F | -18 | -2 | -0.5 | 23 | -6 | 5 | 1 | 6 | 4 | 8 | -5
Cc1cc(C)n(C(=O)CN2C(=O)COc3ccccc32)n1 | -2 | -8 | 0.0 | 11 | 7 | 17 | 4 | 4 | 2 | 5 | 7
O=C(Nc1ccc(-c2cn3ccsc3n2)cc1)C1CCCC1 | -95 | · | -8.2 | -37 | -147 | -118 | -35 | -5 | -1 | -158 | -15

From PubChem
